EP2 modulator = EP2 receptor modulators, cAMP readout, primary screen, cell-based, HTRF cAMP, PGE2 stimulation; Prostaglandin E2 receptor EP2 subtype (Homo sapiens), P43116; 260,000 tested, 0.83% active; induction, % at 25 µM; EP2-expressing cells, cAMP HTRF FRET, PGE2 co-stimulation;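 active = compounds whose cAMP rise, as percent of the full-agonist control response, exceeds 60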;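 note: rat C6 glioma line stably carrying human EP2 under a CMV promoter; the protocol text gives 20 µM as final concentration; 100% = response of wells given 1 µM PGE2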
Target sequence (P43116 whole entry, looked up): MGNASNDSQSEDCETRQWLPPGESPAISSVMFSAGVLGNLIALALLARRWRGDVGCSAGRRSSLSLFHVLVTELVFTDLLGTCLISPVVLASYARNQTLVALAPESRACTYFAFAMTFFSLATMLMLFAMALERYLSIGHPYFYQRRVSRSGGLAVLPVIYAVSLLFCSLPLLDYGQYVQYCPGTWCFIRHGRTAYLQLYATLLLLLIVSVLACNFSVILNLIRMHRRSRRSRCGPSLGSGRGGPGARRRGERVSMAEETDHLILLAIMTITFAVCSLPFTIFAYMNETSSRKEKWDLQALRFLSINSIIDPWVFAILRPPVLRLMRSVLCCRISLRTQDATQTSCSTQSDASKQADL
An asterisk follows results filed as active. A portion of the library; rates above refer to the full screens.

SMILES | EP2 modulator
CC(=O)N1CCc2cc(-c3nc(NC(=O)c4c(C)nn(-c5ccccc5)c4Cl)sc3C)ccc21 | -10
COc1ccc(OCc2nnc(NC(=O)Nc3cccc(OC)c3)s2)cc1 | -78
COc1ccc(NC(=O)CSc2nc(-c3ccco3)cc(C(F)(F)F)n2)cc1Cl | -43
CC(=O)N1c2ccc(NC(=O)c3nnn(-c4ccccc4)c3C)cc2CC1C (stereo unspecified) | -30
COc1ccc(C2(C(=O)N[C@H](Cn3nc(C4CC4)ccc3=O)C(C)C)CCCCC2)cc1 | -27
O=C(CSc1nnc(-c2ccc(S(=O)(=O)N3CCCC3)cc2)o1)Nc1nccs1 | -6
CCc1nn(CC(=O)N2CCCC2)c(=O)c2cc3sccc3n12 | -10
O=C(c1cc2cc(Cl)ccc2oc1=O)N1CCN(c2ccc(Cl)cc2)CC1 | -109
O=C(CN(CC1CCCO1)C(=O)CCC(=O)Nc1nccs1)NCCc1ccccc1 (stereo unspecified) | 22
CCc1ccc(NC(=O)c2cc3sccc3n2C)cc1 | -6
COc1ccc(CNC(=O)[C@H]2C=CCN2C(=O)c2ccco2)cc1 | -8
O=C(C1CCCCC1)N1CCc2c(nc(N3CCOCC3)[nH]c2=O)C1 | -23
COCCn1c(=O)n(CC(=O)NCCc2ccccc2)c2cccnc21 | 0
Cc1cc2c(o1)c1cnn(CC(=O)N3CCC(C)CC3)c(=O)c1n2C | 5
CC(C)(C)NC(=O)CSc1nc(-c2ccc(F)cc2)nc2ccc(F)cc12 | -2
CN1CCC(N(CCO)CC2(c3ccc(Cl)cc3Cl)CC2)CC1 | -43
Cc1cc2c(=O)n(CC(=O)N3CCn4c(C)ccc4C3C(C)C)cnc2s1 (stereo unspecified) | -26
COc1ccc(C2(C(=O)N3CCC(Nc4nc(C)c(C)c(=O)[nH]4)CC3)CC2)cc1 | -20
CCc1nn(CC(=O)NC(C)(C)C)c(=O)c2cc3sccc3n12 | -23
CCc1nc2ccc(NC(=O)c3cnc(C(C)(C)C)nc3)cc2[nH]1 | -2
Cc1cc2oc(C(=O)N3CCN(C4CCCCC4)C(=O)C3)cc(=O)c2cc1C | -20
CCOc1ccc2[nH]c(=O)c(C(c3nnnn3C3CCCC3)N3CCCc4ccccc43)cc2c1 (stereo unspecified) | 74*
Cc1c(C(C)(C)C)sc(=N)n1C | -13
Cc1cccc(C)c1NC(=O)CSc1nnc(C2CCCCC2)n1C | 7
CCCN(C(=O)c1cccc(OC)c1OC)c1nnc(-c2cccnc2)s1 | -40

Of the compounds above, these contain a furan ring, fused or not:
SMILES | EP2 modulator
COc1ccc(NC(=O)CSc2nc(-c3ccco3)cc(C(F)(F)F)n2)cc1Cl | -43
COc1ccc(CNC(=O)[C@H]2C=CCN2C(=O)c2ccco2)cc1 | -8
Cc1cc2c(o1)c1cnn(CC(=O)N3CCC(C)CC3)c(=O)c1n2C | 5

Further records follow.
SMILES | EP2 modulator
COc1ccc(S(=O)(=O)N2CCC(C(=O)Nc3cc(Cl)ccc3OC)CC2)cc1 | -85
COc1ccc(NC(=O)C2CCN(C(=O)Nc3ccc(C)cc3)CC2)cc1OC | 8
Cc1cc(CNC(=O)COc2ncnc3ccccc23)c2[nH]c(C)c(C)c2c1 | -105
COc1ccc2cc(CN(CCO)C(=S)NCc3ccco3)c(=O)[nH]c2c1 | -29
O=C(CC1CCCCC1)NCc1ccc2c(c1)OCO2 | -11
Cc1cc2c(cc3c(=O)n(CC(=O)O)nc(C)n32)o1 | -10
COc1cc(OC)c(-c2nc3cnccn3c2NCC2CCCO2)cc1OC (stereo unspecified) | 0
Cc1ccc(NC(=O)c2ccco2)c(NC(=O)c2ccccc2)c1 | -30
Cc1ccc2c(c1)c1nc(C)sc1n2C | -7
O=C(O)c1cc(-c2ccc(-c3ccc(-c4cc(C(=O)O)c5cc(Cl)ccc5n4)cc3)cc2)nc2ccc(Cl)cc12 | -11
Cc1ccc(CN(CCCn2ccnc2)Cc2cccc(Cl)c2)o1 | 27
C=CCn1c(=O)c(C(=O)Nc2ccc(C(=O)OCC)cc2)c(O)c2ccccc21 | 3
Clc1ccc2c(N3CCC(CCC4CCN(c5ncnc6cc(Cl)ccc56)CC4)CC3)ncnc2c1 | 15
CC(C)[C@H](Cn1nc(-c2cccs2)ccc1=O)NC(=O)Cn1cnc2ccccc2c1=O | -7
Cc1cc(C(F)F)n2nc(C(=O)Nc3ccccc3Cl)nc2n1 | 2
Cc1ccc2cc(CN(CCCN(C)C)C(=O)Nc3ccc(Cl)cc3)c(=O)[nH]c2c1C | -21
O=C(CN1CCC(C(=O)c2ccc(Cl)cc2)CC1)NC1CCCCC1 | -29
O=C(CNC1CCCC1)Nc1ccc(N2CCCC2)cc1 | -2
Cc1nc(C)n(CCNC(=O)C2ON=C(c3ccc(F)cc3)C2C)n1 (stereo unspecified) | -2
COc1ccc2[nH]c(=O)c(C(c3nnnn3Cc3ccc(F)cc3)N3CCC(O)CC3)cc2c1 (stereo unspecified) | 13
COc1ccc(NC(=O)CSc2nnnn2-c2ccc(C)c(C)c2)cc1 | -8
CC(C)[C@H](Cn1nnc2ccccc21)NC(=O)c1ccc2c(c1)CCN2S(C)(=O)=O | -28
Fc1cnc(Nc2ccc3c(c2)OCO3)nc1Nc1ccc2c(c1)OCO2 | -84
O=C(CSc1nc2sc3c(c2c(=O)[nH]1)CCCC3)Nc1ccccc1F | -35
Cn1ccnc1C1(O)CCN(CC(=O)Nc2ccccc2Cl)CC1 | 21

Rewritten as labelled records: three of the compounds above.
SMILES: Cc1nc(C)n(CCNC(=O)C2ON=C(c3ccc(F)cc3)C2C)n1 (stereo unspecified)
  EP2 modulator = -2
SMILES: COc1ccc2[nH]c(=O)c(C(c3nnnn3Cc3ccc(F)cc3)N3CCC(O)CC3)cc2c1 (stereo unspecified)
  EP2 modulator = 13
SMILES: COc1ccc(NC(=O)CSc2nnnn2-c2ccc(C)c(C)c2)cc1
  EP2 modulator = -8

Following part
SMILES | EP2 modulator
CCN(CC)CCN(Cc1cc2ccc(C)cc2[nH]c1=O)C(=S)Nc1ccc(F)cc1 | -65
O=C(Cn1cc(C(=O)C2CCCCC2)c2ccccc21)NCc1ccco1 | -10
COc1ccccc1CC(=O)N1CCC(O)(c2ccccn2)CC1 | 24
COc1cc(NC(=O)C2CCCN(S(=O)(=O)c3ccc(C)cc3)C2)cc(OC)c1 (stereo unspecified) | -96
CC(C)NC(=O)CSc1nnc2c(n1)[nH]c1ccc(F)cc12 | -27
O=C(CCC1CCCC1)N1CCCC(c2nc3c(nnn3Cc3ccccc3Cl)c(=O)[nH]2)C1 (stereo unspecified) | 29
C[C@@H]1O[C@@H](OC[C@H]2OC(Oc3c(-c4ccc(O)c(O)c4)oc4cc(O)cc(O)c4c3=O)[C@H](O)[C@@H](O)[C@@H]2O)[C@H](O)[C@H](O)[C@H]1O (stereo partly specified) | 22
COc1ccc([C@H]2CN(Cc3ccccc3)C[C@@H]2NC(=O)c2ccco2)cc1OC | 0
Cc1ccc2[nH]c(=O)c(CN(Cc3ccccc3)Cc3nnnn3Cc3ccco3)cc2c1 | 17
COc1ccc(C(=O)[C@H]2CCCN(C(=O)c3cc(C(C)(C)C)nn3C)C2)cc1 | -31
Cc1nn2c(N3CCC(O)CC3)c3c(nc2c1-c1cccs1)CCC3 | -71
O=C(CSc1nnc(COc2ccc(Cl)cc2Cl)o1)Nc1cccc2ccccc12 | -53
C=C(C)Cn1c(SCCC)nc2ccccc2c1=O | 94*
Cc1ccc2c(CC(=O)NCCn3cncn3)coc2c1 | -17
Cc1cc(C)cc(C(=O)Nc2ccc(N3CCOCC3)cc2)c1 | -7
COc1cccc2cc(C(=O)Nc3ccc(-n4cnnn4)c(C)c3)c(=O)oc12 | -26
Cc1nn(CC(=O)N2C(C)CCCC2C)c(=O)c2cc3ccsc3n12 (stereo unspecified) | -38
Cc1nn(CC(=O)N2CCC(C(=O)c3nccs3)CC2)c(=O)c2ccccc12 | -6
O=C(Nc1ccc(N2CCN(C(=O)c3cccs3)CC2)cc1)c1cccs1 | -62
COc1cccc(-n2c(SCC(=O)N(C(C)C)C(C)C)nnc2-c2ccncc2)c1 | -17
O=C(Nc1ccc(S(=O)(=O)NCC2CCCO2)cc1)C1CCCO1 (stereo unspecified) | -24
COc1ccc(NC(=O)CSc2nc3c(c(=O)n(C)c(=O)n3C)n2C)c(OC)c1 | -50
O=c1ccnc(SCc2ccc(Cl)cc2)[nH]1 | 23
Cc1ccc(C)c2[nH]c(=O)c(CN(CCCO)C(=O)Nc3ccccc3Cl)cc12 | 17
O=C(CN1CCN(C(=O)c2ccco2)CC1)Nc1cccc2ccccc12 | -20

The listing continues:
SMILES | EP2 modulator
CC(C)NC(=O)C(=O)NCc1ccco1 | -7
O=C(NCCO)/C(=C\c1cccc(Br)c1)NC(=O)c1ccco1 | -6
COc1ccc(C(=O)n2cnnc2N)cc1OC | -21
Cc1cc(C)cc(NC(=O)CSc2nccc(=O)[nH]2)c1 | -12
COc1ccc(OC)c(NC(=O)CSc2nc(C3CC3)nc3sc4c(c23)CCCC4)c1 | 16
O=C(c1ccc(F)cc1)N1CCCc2cc(C(O)CN3CCOCC3)ccc21 (stereo unspecified) | -12
CC(C(=O)NCCn1nnn(-c2ccccc2)c1=O)n1ncc2ccccc2c1=O (stereo unspecified) | -28
CCOc1cccc(C2C(C(=O)c3ccc(C)o3)=C(O)C(=O)N2Cc2cccnc2)c1 (stereo unspecified) | 47
COc1ccc(CCNC(=O)C2CCCN(c3nc4ccccc4s3)C2)cc1OC (stereo unspecified) | -73
COc1ccc(OCCCC(=O)Nc2nc(C)c(C)s2)cc1 | -54
CCOc1ccc2nc(SCC(=O)Nc3ccc(OC)c(OC)c3)c(C#N)cc2c1 | 5
CCOC(=O)c1c(NC(=S)NC(=O)c2ccccc2)sc(C)c1C | -30
Cc1ccc(NC(=O)CCSc2nc(-c3ccco3)cc(C(F)(F)F)n2)cc1F | -59
CC(C)C(=O)c1cn(CC(=O)NC(C)(C)C)c2ccccc12 | -42
COc1cc2c(cc1OC)C(=O)OC2 | 24
CC1CCCCN1C(=O)CSc1nnc(-c2ccco2)n1C (stereo unspecified) | -11
O=C(Cn1cc(C(=O)c2ccccc2F)c2ccccc21)NCC1CCCO1 (stereo unspecified) | -2
Cc1cc2n(n1)C(c1ccccc1O)Nc1ccccc1-2 (stereo unspecified) | 29
CC(O)CN(Cc1ccc2c(c1)OCO2)Cc1cncc2c(Cl)[nH]nc12 (stereo unspecified) | -27
COCCn1c(SCC(=O)N2CCOCC2)nc2ccccc2c1=O | 5
CC1CC(C)CN(C(=O)Cn2c(SCC(=O)NCc3ccco3)nc3ccccc32)C1 (stereo unspecified) | 3
CCCOc1ccc(C(=O)Nc2nnn(CC)n2)cc1 | -24
COCCn1nnnc1C(c1cccc(OC)c1OC)N1CCN(c2ccc(F)cc2)CC1 (stereo unspecified) | -9
CC1(C(=O)N(CCc2ccccc2)CC(=O)NC2CCCC2)CC(=O)N=C2C=CC=CN21 (stereo unspecified) | 17
COc1ccc(C(c2nnnn2C2CCCCC2)N2CCN(c3ccccc3)CC2)c(OC)c1 (stereo unspecified) | 10

Part of the list above, as comma-separated lines:
molecule,EP2 modulator
CCOc1ccc2nc(SCC(=O)Nc3ccc(OC)c(OC)c3)c(C#N)cc2c1,5
CCOC(=O)c1c(NC(=S)NC(=O)c2ccccc2)sc(C)c1C,-30
Cc1ccc(NC(=O)CCSc2nc(-c3ccco3)cc(C(F)(F)F)n2)cc1F,-59
CC(C)C(=O)c1cn(CC(=O)NC(C)(C)C)c2ccccc12,-42
COc1cc2c(cc1OC)C(=O)OC2,24
CC1CCCCN1C(=O)CSc1nnc(-c2ccco2)n1C (stereo unspecified),-11
O=C(Cn1cc(C(=O)c2ccccc2F)c2ccccc21)NCC1CCCO1 (stereo unspecified),-2

(next part)
SMILES | EP2 modulator
CCNC(=S)N(Cc1ccc(Cl)cc1)Cc1cc2cc3c(cc2[nH]c1=O)OCCO3 | -22
C[N+]1(C)C[C@H](O)[C@H](C(=O)[O-])C1 | 26
Cn1ccnc1C1(O)CCN(C(=O)C2(c3ccc(Cl)cc3)CCCC2)CC1 | -4
Cc1cc(C)nc(N2CCC(C(=O)Nc3ccc(C(C)(C)C)cc3)CC2)n1 | 24
COc1ccc(C2(NC(=O)CCc3c(C)noc3C)CCCCC2)cc1 | -33
CCOC(=O)C1=C(C)NC(=O)NC1c1cccc(OC)c1OC (stereo unspecified) | -8
COc1ccc(Cl)cc1C(=O)Nc1ccc(N2CCN(S(C)(=O)=O)CC2)cc1 | -35
CC(=O)Nc1ccc(S(=O)(=O)N2CC=C[C@H]2C(=O)NC2CC2)cc1 | -18
Cc1nc2nc[nH]n2c(=O)c1Cl | -14
Cc1cc(C)c2cc(C#N)c(SCC(N)=O)nc2c1 | 36
O=C(O)CN1CCN(CCO)CC1 | 12
COC(=O)c1ccc(NC(=O)Cn2c(C)nc3ccccc3c2=O)cc1 | -23
CCOc1ccc2[nH]cc(NC(=O)NCCN3CCOCC3)c(=O)c2n1 | -21
C=CCOc1ccccc1C1C(C(=O)OC)=C(C)NC(C)=C1C(=O)OC | 1
COc1ccccc1C(NC(=O)C(OC)c1ccccc1)c1nccn1C (stereo unspecified) | -5
CCS(=O)(=O)N1CCC(c2nc(C)ncc2-c2cc(C)no2)CC1 | 3
CCOC(=O)c1cccc(NC(=O)CSc2nnc(C)c(=O)[nH]2)c1 | 10
O=C(Cn1nc2c3ccccc3nc(C3CC3)n2c1=O)N1CCOc2ccccc21 | -4
COc1ccccc1CNS(=O)(=O)c1cccc(S(=O)(=O)N2CCCC2)c1 | -44
COC(=O)c1c(C)c2c(c(C)c1O)OC(=O)c1c(C)c(Cl)c(O)c(Cl)c1O2 | 10
Cc1ccc2c(c1)c1nc3ccccc3nc1n2CC(N)=O | 15
COc1ccc(C(=O)N(Cc2cc3cc(C)ccc3n3nnnc23)C2CCCC2)cc1 | 11
Cc1ccc2nc(SCC(=O)Nc3cccc(I)c3)c(C#N)cc2c1 | 34
CCC(=O)Nc1sc(C(=O)Nc2cccc(C)c2C)c(C)c1C#N | -42
O=C(NCc1ccncc1)C1CCN(S(=O)(=O)c2ccccc2)CC1 | -32
Cc1cc(-c2cncnc2C2CCCN(C(=O)Cc3cccs3)C2)on1 (stereo unspecified) | -34
